RGS4 inh: inhibitors of human regulator of G protein signaling 4. P49798. Transcreener GDP fluorescence polarization, RGS4-accelerated GTP hydrolysis. Potency, µM (doses to about 114 µM), inactives show top-dose activity change, negative = inhibition, usual class: inhibitors. 390,000 tested, 0.039% active. AID 504845; further: potency means the concentration at half of the fitted maximal effect; on the % scale 0 is the no-effect control and ±100 the full control effect; nearly all actives have a fitted effect of over 75% in size; some results filed as inactive show a strong effect at the top dose
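MLSMR compounds (23 nl, pin-transferred) preincubated 10 min at room temperature with a 500nM (2x) first reagent, then RGS4 at 900nM (2x) plus Transcreener GDP mix added; fluorescence polarization (620/688 nm) read before and after 90 min at 30 °C.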
G9a inh: inhibitors of human histone lysine methyltransferase G9a. 350,000 tested, 8.8% active. AID 504332. Q96KQ7. Potency, µM (highest dose often 102 µM), for the others: at the highest dose activity, negative = inhibition, actives largely listed as inhibitors. G9a H3K9 monomethylation, AlphaScreen, 2 h; further: potency means the concentration at half of the fitted maximal effect; on the % scale 0 is the no-effect control and ±100 the full control effect; nearly all actives have a fitted effect of over 75% in size
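Compounds were preincubated with 20 nM G9a for 15 min, after which biotinylated H3K9 peptide (500 nM) and SAM (20 uM) started a 2 h room-temperature reaction. Monomethylated product was quantified by antibody-based AlphaScreen chemiluminescence.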
12-LOX inh: ALOX12 (human) lipoxygenase inhibition; P18054; purified 12hLO, xylenol orange hydroperoxide absorbance; Potency, µM (top dose mostly 108 µM), without a hit: top-dose activity change, negative = inhibition, usual class: inhibitors; 580,000 tested, 1.1% active; further: potency means the concentration at half of the fitted maximal effect; on the % scale 0 is the no-effect control and ±100 the full control effect
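Purified human 12hLO at 150 nM in 25 mM Hepes, 0.01% Triton X-100, pH 7.0, preincubated 15 min at room temperature with compound. Reaction started with 40 uM arachidonic acid, 30 min at room temperature. Hydroperoxide measured by Fe-xylenol orange, 573/405 nm absorbance ratio.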
ERG-DNA inh: ERG Ets/DNA interaction inhibition. P11308. fluorescence polarization, His-ERG Ets domain / labelled DNA. Potency, µM (top dose mostly 76.9 µM), inactives show at the highest dose FP activity, negative = inhibition, actives largely listed as inhibitors. 370,000 tested, 0.028% active. AID 624246; active means well fitted inhibition curve with a large enough effect in the polarisation, with a control signal flat; inconclusive means small, poorly fitted or top-dose-only effect, or effect the other way, or a change in a side signal; inactive means no such curve, though single readings can be large or run the other way; the % refers to the polarisation;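 further: polarization taken with two DNA probes labelled with fluorescein and Texas red; potency means the concentration at half of the fitted maximal effect; % of control where 0% means no effect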
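His-tagged ERG Ets domain (1 uM in the protein solution; 300mM KCl, 50mM Tris-HCl, 1mM EDTA, 1mM DTT, pH 7.5) received compound, then a probe mix of 5 nM fluorescein-DNA and 100nM Texas-615-DNA. Fluorescence polarization was read for both dyes.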
BAZ2B block: inhibitors of human BAZ2B bromodomain; Q9UIF8; AlphaScreen BAZ2B-H3K14Ac peptide displacement; Potency, µM (series often up to 114 µM), for inactives: top-dose activity change, negative = inhibition, hits mostly inhibitors; 360,000 tested, 4.4% active; further: potency means the concentration at half of the fitted maximal effect; on the % scale 0 is the no-effect control and ±100 the full control effect; nearly all actives have a fitted effect of over 60% in size
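AlphaScreen luminescence quantifies BAZ2B engagement of H3K14Ac peptide; the protein and biotinylated peptide are both at 50 nM final, buffer PBS pH 7.4 with 0.01% Tween-20, all steps at room temperature.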
GLS inhibitor: inhibitors of human glutaminase (GLS) | O94925 | GLS enzymatic activity, qHTS titration | Potency, µM (top dose mostly 45.5 µM), without a hit: at the top dose activity change, negative = inhibition, actives largely listed as inhibitors | 410,000 tested, 0.21% active | AID 624170; further: potency means the concentration at half of the fitted maximal effect; on the % scale 0 is the no-effect control and ±100 the full control effect
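Glutamate formation by hKGA was monitored fluorometrically using coupled glutamate oxidase, HRP and Amplex Red. Substrate was added as 1 mM L-glutamine solution; incubation was 30 min at RT after an initial read.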
PI4K2A inh: inhibitors of human PI4K2A; Q9BTU6; purified PI4K2A, ADP-Glo luminescence, 1 h; active compounds read low; activity change, negative = inhibition, % at 76.9 µM; 420,000 tested, 0.13% active; AID 1346378; in the data active means activity change below about -50%; inconclusive means mostly about -30% to -49%;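 further: -100% = wells without enzyme as full effect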
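ADP-Glo luminescence measured ADP generated by PI4K2A enzyme (4 ug/mL before mixing) with 1.2 mM PI substrate (pre-mix) and 300 microM ATP (pre-mix). Tris pH7.5 buffer with MgCl2, Triton X-100; 1 h reaction at ambient temperature.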
HP1b binding inh: inhibitors of HP1-beta chromodomain binding to methylated histone tails; AlphaScreen HP1-beta / biotin-H3K9me3 peptide binding; Potency, µM (titrated, usually from 114 µM), inactives show at the top dose activity change, negative = inhibition, hits mostly inhibitors; 390,000 tested, 0.56% active; further: potency means the concentration at half of the fitted maximal effect; nearly all actives have a fitted effect of over 70% in size; inactives centre near 23
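HP1-beta protein (50 nM final) preincubated 30 min at room temperature with biotinylated H3(1-18)K9me3 peptide (50 nM) in PBS pH 7.4, 0.01% Tween-20, then compound added for 30 min. AlphaScreen streptavidin donor/nickel chelate acceptor beads (10 ug/mL final), 30 min dark, luminescence read.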
JMJD2A Tudor: blocks the human JMJD2A Tudor domain | 390,000 tested, 4.4% active | Potency, µM (highest dose often 114 µM), inactives show at the top dose activity change, negative = inhibition, usual class: inhibitors | AlphaScreen JMJD2A-Tudor / H3K4me3 peptide binding; further: potency means the concentration at half of the fitted maximal effect; on the % scale 0 is the no-effect control and ±100 the full control effect; nearly all actives have a fitted effect of over 50% in size
Starred values were filed as active, the others as inactive; ? = inconclusive; nt = no result given; & = joins results of further samples; [ ] = remark or other dose. Unless noted, the call rests on the fitted dose curve; in most records, active means well fitted curve in the direction sought with a large enough effect; inconclusive means small, poorly fitted or top-dose-only effect, or another doubt; inactive means no such curve, though single readings can be large; an effect the other way counts as inactive or inconclusive.

Every second line gives: RGS4 inh | G9a inh | 12-LOX inh | ERG-DNA inh | BAZ2B block | GLS inhibitor | PI4K2A inh | HP1b binding inh | JMJD2A Tudor
- C=CCn1c(=O)c2ccccc2n2c(SCc3cc(=O)n4ccsc4n3)nnc12
 : -20% | -17% | 0% | -1% | 12% | -10% | 6 | -2% | -5%
- CS(=O)(=O)N(CC(=O)NCCSCc1cccc(Cl)c1)c1ccccc1F
 : -4% | 15%[0.501 µM] | 0% | 13% | 2% | 1% | -2 | 24% | -14%
- Cc1ccc(CNC(=O)c2ccc(CS(=O)(=O)c3ccccc3C)o2)cc1
 : 28%[11.4 µM] | 19% | -11%&0% | 1%&0% | -7%&-5% | 0%&-4% | 3&-3 | 47%&46%[activator] | -24%&-8%
- Cc1cccc(NC(=O)CC2C(=O)NCCN2C(=S)Nc2ccccc2)c1 (configuration not stated)
 : -6% | 0% | 12% | nt | -9% | 41%[activator] | 0 | 14% | -7%
- COc1ccc(C(CNC(=O)c2cccc(S(=O)(=O)N(C)c3ccccc3)c2)N2CCCC2)cc1 (configuration not stated)
 : -5% | -46%[12.7 µM] | 247%[activator] | 14% | -2% | 1% | 1 | 18% | -35%
- CC(=O)c1c(C)oc2ccc(N(C(C)=O)S(=O)(=O)c3ccc(Br)cc3)cc12
 : -1% | nt | 9% | 33%[activator] | nt | 8% | 2 | 27% | -26%
- CCN1CCN(S(=O)(=O)c2ccc(S(=O)(=O)NCC3CCCO3)cc2)CC1 (configuration not stated)
 : 5% | ? | -7% | nt | ? | 8% | -1 | 21% | -17%
- O=C(/C=C(\O)c1ccc(Cl)cc1)C(=O)NNC(=O)C(O)(c1ccccc1)c1ccccc1
 : -46% | -38% | nt | -6% | -35% | 10% | -11 | 15% | ?
- Cc1ccc2nc(NC(=O)COC(=O)c3cccnc3)sc2c1
 : -17% | nt | 163%[activator] | -2% | nt | 1% | -1 | 48%[activator] | -6%
- CC(C(=O)Nc1cc(C(F)(F)F)ccc1Cl)n1nnc2sc3c(c2c1=O)CCCC3 (configuration not stated)
 : 9% | -32%[59 µM] | -7% | -2% | -1% | 6% | 0 | 24% | -16%
- CC1CCCN(CCC(=O)Nc2ccc(Br)cc2)C1 (configuration not stated)
 : 9% | 12%[59 µM] | -11% | nt | 1% | 3% | 1 | 17% | -6%
- CC(C)(C)OC(=O)N1CCN(C(=O)c2[nH]cnc2C(=O)Nc2ccon2)CC1
 : 12% | 9%[0.501 µM] | -7% | -8% | -7% | 2% | -7 | 22% | ?
- O=C(CN1C(=O)S/C(=C\c2ccccn2)C1=O)Nc1ccc(F)cc1
 : -6% | 2% | 6% | -4% | -4% | -2% | -2 | 32% | 0%
- COc1ccc(CCNC(=O)c2c[nH]c3ccccc3c2=O)cc1OC
 : -15% | -30% | 4% | -3% | 10% | -5% | 1 | 24% | -15%
- O=C(C1=C(O)C(=O)N(CCc2ccccc2)C1c1ccncc1)c1cc2ccccc2o1 (configuration not stated)
 : 4% | ? | -50% | -1% | -2% | 20% | 2 | 23% | -25%
- CCc1ccc(OCCSc2nc3ccccc3n2CCC(=O)O)cc1
 : 34% | nt | -1% | 12% | -7% | 0% | 0 | 18% | -9%
- CCN(C(=O)Cn1c(=O)oc2ccccc21)c1c(N)n(Cc2ccccc2)c(=O)[nH]c1=O
 : -10% | 2%[12.7 µM] | 166%[activator] | -14% | 6% | 2% | -2 | 41%[activator] | -6%
- O=C(c1ccc(C(F)(F)F)n(Cc2ccc(Cl)cc2)c1=O)N1CCOCC1
 : -6% | 19% | -20% | 2% | 3% | 1% | 0 | 54%[activator] | -1%
- CCCn1c2ccccc2c2cnn(CC(=O)NCC3CCN(Cc4ccccc4C)CC3)c(=O)c21
 : 4% | -3%[59 µM] | -20% | 3% | -14% | 4% | -1 | 14% | -20%
- CC(C)c1cc(Br)ccc1OCCN1C(=O)NC(C)(C)C1=O
 : -15% | -3% | 8% | -6% | -32% | -10% | 2 | 53%[activator] | -24%
- CN(C)C(=O)CSc1ncccc1-c1nc2ccccc2[nH]1
 : ? | -22% | ? | -1% | -14% | -6% | -6 | 56%[activator] | -3%
- Cc1[nH]n(-c2ncc(-c3ccccc3)s2)c(=O)c1C(c1ccc(Br)cc1)C(C#N)C#N (configuration not stated)
 : ? | ? | 25µM* | -8% | 35µM* | ? | 32 | 40µM* | 50µM*
- CCN(CC)N=Nc1ccc(S(=O)(=O)N2CCSC2C(=O)O)cc1 (configuration not stated)
 : -9% | 10% | -31% | -1% | -10% | -6% | -2 | 10% | -10%
- Cc1ccc(Sc2ccc(C(=O)N3CCOCC3)cc2[N+](=O)[O-])cc1
 : 6% | ? | -6% | 10% | ? | 1% | -2 | -15% | ?
- CCCCS/C(N)=N/N=C/c1ccccc1O
 : -24% | 36%[activator][59 µM] | 0% | 5% | 7% | 32%[activator] | 5 | 44%[activator] | -12%
- CC1CC(C)CN(C(=O)COC(=O)c2nn(C)c(=O)c3ccccc23)C1 (configuration not stated)
 : 7% | -1%[59 µM] | 7% | 0% | -3% | -5% | -1 | 14% | -6%
- CCOC(=O)COc1ccc2c(=O)c(-c3ccccc3OC)coc2c1
 : -11% | 22%[59 µM] | -13% | 1% | -17% | 20% | 3 | -5% | -21%
- Cc1ccsc1/C=N/NC(=O)CNC(=O)c1ccc(S(=O)(=O)N2CCOCC2)cc1
 : 7% | -7% | -2% | -3% | -17% | -9% | -5 | 23% | -17%
- CCc1ccc2c(c1)c(=O)c(S(=O)(=O)c1ccccc1)cn2CC(=O)Nc1ccc(OC)cc1
 : 1% | -4%[59 µM] | 0% | -1% | -9% | 5% | 2 | 48%[activator] | -8%
- O=C(Nc1ccncc1)OCc1ccccc1
 : -4% | nt | 0% | 2% | -3% | -4% | -3 | 46%[activator] | -5%

Whole records from above. Order of values: RGS4 inh | G9a inh | 12-LOX inh | ERG-DNA inh | BAZ2B block | GLS inhibitor | PI4K2A inh | HP1b binding inh | JMJD2A Tudor
CCc1ccc2c(c1)c(=O)c(S(=O)(=O)c1ccccc1)cn2CC(=O)Nc1ccc(OC)cc1 reads 1% | -4%[59 µM] | 0% | -1% | -9% | 5% | 2 | 48%[activator] | -8%
CCOC(=O)COc1ccc2c(=O)c(-c3ccccc3OC)coc2c1 reads -11% | 22%[59 µM] | -13% | 1% | -17% | 20% | 3 | -5% | -21%
CCN1CCN(S(=O)(=O)c2ccc(S(=O)(=O)NCC3CCCO3)cc2)CC1 (configuration not stated) reads 5% | ? | -7% | nt | ? | 8% | -1 | 21% | -17%

Among those listed so far, two contain a thiophene ring, fused or not:
Every second line gives: RGS4 inh | G9a inh | 12-LOX inh | ERG-DNA inh | BAZ2B block | GLS inhibitor | PI4K2A inh | HP1b binding inh | JMJD2A Tudor
- CC(C(=O)Nc1cc(C(F)(F)F)ccc1Cl)n1nnc2sc3c(c2c1=O)CCCC3 (configuration not stated)
 : 9% | -32%[59 µM] | -7% | -2% | -1% | 6% | 0 | 24% | -16%
- Cc1ccsc1/C=N/NC(=O)CNC(=O)c1ccc(S(=O)(=O)N2CCOCC2)cc1
 : 7% | -7% | -2% | -3% | -17% | -9% | -5 | 23% | -17%

Later entries.
Every second line gives: RGS4 inh | G9a inh | 12-LOX inh | ERG-DNA inh | BAZ2B block | GLS inhibitor | PI4K2A inh | HP1b binding inh | JMJD2A Tudor
- COCc1[nH][nH]c(=O)c1C=NCC(=O)OC
 : -6% | -10% | 2% | 3% | -28% | 1% | 2 | 33% | -1%
- COc1ccc(NC(=O)OCC(C)C)cc1OC
 : 20% | 23%[2.33 µM] | 10% | -1% | -3% | -3% | -8 | 13% | -4%
- COc1ccc(NC(=S)NC(NC(C)=O)C(Cl)(Cl)Cl)c([N+](=O)[O-])c1 (configuration not stated)
 : -20% | 11µM* | ? | 1% | -6% | -2% | -1 | ? | -26%
- Cc1ccc(-c2cc3nc(-c4ccccc4)cc(N)n3n2)cc1
 : 30% | 0%[59 µM] | -10% | -4% | 1% | 21% | -22 | 39% | 8%
- Cc1cccc(Nc2nc(CC(=O)O)cs2)c1
 : -29% | ? | -21% | 7% | ? | -6% | 0 | -17% | -35%
- OC1CCCN(c2ncnc3c2nnn3Cc2c(F)cccc2Cl)C1 (configuration not stated)
 : 20% | ? | -4% | -4% | 7% | -8% | 4 | 35% | -15%
- CC(=O)c1cc(CC(=O)N2CCc3c([nH]c4ccccc34)C2c2ccccn2)cs1 (configuration not stated)
 : 2% | ? | -35% | 1% | -36% | 0% | -2 | -18% | ?
- Cc1ccc(C2C(C#N)=C(N)SC(N)=C2C#N)cc1
 : -42% | 45µM* | ? | 2% | -7% | 2% | -3 | 8% | ?
- CC(=O)NN1C(=O)c2ccc3c4c(ccc(c24)C1=O)C(=O)N(NC(C)=O)C3=O
 : -3% | nt | -22% | -21% | -5% | 0% | -7 | 21% | -22%

High-throughput results: PubChem, National Center for Advancing Translational Sciences (NCATS)

Not all compounds are listed, so the mix of outcomes need not match the whole.
